Compound activity deposited in PubChem BioAssay by National Center for Advancing Translational Sciences (NCATS).
TDP1 cell noCPT – qHTS for Inhibitors of human tyrosyl-DNA phosphodiesterase 1 (TDP1): qHTS in cells in absence of CPT. hit rate 15% among 420,000. DT40 Tdp1-/- hTDP1 cells, no CPT, ATP luminescence, 48 h. Potency, µM (top dose mostly 46.2 µM), inactives show top-dose activity change, negative = growth inhibition, hits mostly inhibitors; note: nearly all actives have a fitted effect of over 55% in size
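A cellular qHTS used chicken DT40 cells lacking endogenous Tdp1 but carrying stably transfected human TDP1. Compounds were applied without camptothecin, and cell growth kinetics were judged by ATP-dependent luminescence after ≥48 hr.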
TDP1 cell CPT – qHTS for Inhibitors of human tyrosyl-DNA phosphodiesterase 1 (TDP1): qHTS in cells in presence of CPT; chicken DT40 Tdp1-/-;hTDP1 cells + 20 nM CPT, ATP luminescence, 48 h; Potency, µM (series often up to 46.2 µM), for inactives: at the highest dose activity change, negative = growth inhibition, usual class: inhibitors; hit rate 12% among 420,000; AID 686979, 2013; note: nearly all actives have a fitted effect of over 55% in size
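Chicken DT40 Tdp1-/- cells stably complemented with human TDP1 were seeded at 400 cells/well in medium containing 20 nM camptothecin, exposed to pin-transferred compounds, and grown at 37 °C for at least 48 hr. Viability was read as ATP luminescence.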
TDP1 inh – qHTS Assay for Inhibitors of Tyrosyl-DNA Phosphodiesterase (TDP1). Tyrosyl-DNA phosphodiesterase 1 (Homo sapiens), Q9NUW8. recombinant TDP1, AlphaScreen DNA substrate cleavage. Potency, µM (series often up to 130 µM), for inactives: at the highest dose activity change, negative = inhibition, hits mostly inhibitors. hit rate 0.28% among 350,000; note: nearly all actives have a fitted effect of over 40% in size
Target sequence (Q9NUW8 whole entry, looked up): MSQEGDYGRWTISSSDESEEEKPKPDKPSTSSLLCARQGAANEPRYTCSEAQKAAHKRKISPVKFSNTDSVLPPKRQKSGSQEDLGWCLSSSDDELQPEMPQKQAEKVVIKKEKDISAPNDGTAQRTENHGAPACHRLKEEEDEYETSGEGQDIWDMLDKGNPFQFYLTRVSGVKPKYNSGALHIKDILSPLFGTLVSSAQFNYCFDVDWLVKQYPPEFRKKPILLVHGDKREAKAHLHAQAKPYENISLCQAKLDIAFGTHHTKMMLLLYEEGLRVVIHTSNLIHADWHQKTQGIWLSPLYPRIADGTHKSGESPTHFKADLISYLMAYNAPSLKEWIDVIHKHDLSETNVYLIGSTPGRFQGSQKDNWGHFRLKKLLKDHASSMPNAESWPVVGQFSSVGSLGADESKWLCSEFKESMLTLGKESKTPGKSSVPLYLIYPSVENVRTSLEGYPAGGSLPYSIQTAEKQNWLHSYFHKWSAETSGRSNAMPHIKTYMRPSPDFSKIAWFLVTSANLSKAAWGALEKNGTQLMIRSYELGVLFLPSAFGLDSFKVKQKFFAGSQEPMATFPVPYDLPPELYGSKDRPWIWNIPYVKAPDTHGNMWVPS
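AlphaScreen read-out: signal falls as enzyme removes the 3' tyrosine-FITC from a 5'-biotinylated DNA oligo (15 nM, 5 min, RT). Enzyme was E. coli-made recombinant Tdp1 at 1 nM, exposed to compound for 15 min beforehand; beads 10 ug/ml, 10 min.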
The depositor's hits bear a star; nt = no result given; & = joins results of further samples; [ ] = dose if it differs, or a comment. Calls come from the whole dose curve; as a rule, active = well fitted curve in the direction sought with a large enough effect; inconclusive = small, poorly fitted or top-dose-only effect, or another doubt; inactive = no such curve, though single readings can be large; an effect the other way counts as inactive or inconclusive. % is set by controls: 0 for no effect and ±100 for the full control effect; potency is the fitted concentration of half-maximal effect.

SMILES	TDP1 cell noCPT	TDP1 cell CPT	TDP1 inh
CC[C@H](C)[C@H](NC(=O)[C@H](Cc1ccc(O)cc1)NC(=O)[C@H](Cc1cnc[nH]1)NC(=O)[C@H](CCCNC(=N)N)NC(=O)[C@H](CC(C)C)NC(=O)[C@H](C)NC(=O)[C@H](CO)NC(=O)[C@H](Cc1ccc(O)cc1)NC(=O)[C@H](Cc1ccc(O)cc1)NC(=O)[C@H](CCCNC(=N)N)NC(=O)[C@H](C)NC(=O)[C@H](CC(C)C)NC(=O)[C@H](CC(=O)O)NC(=O)[C@H](CCC(=O)O)NC(=O)[C@H](C)NC(=O)[C@@H]1CCCN1C(=O)[C@H](C)NC(=O)[C@H](CC(=O)O)NC(=O)[C@H](CCC(=O)O)NC(=O)CNC(=O)[C@@H]1CCCN1C(=O)[C@H](CC(N)=O)NC(=O)[C@H](CC(=O)O)NC(=O)[C@@H]1CCCN1C(=O)[C@H](CCCCN)NC(=O)[C@@H](N)CO)C(=O)N[C@@H](CC(N)=O)C(=O)N[C@@H](CC(C)C)C(=O)N[C@H](C(=O)N[C@H](C(=O)N[C@@H](CCCNC(=N)N)C(=O)N[C@@H](CCC(N)=O)C(=O)N[C@@H](CCCNC(=N)N)C(=O)N[C@@H](Cc1ccc(O)cc1)C(N)=O)[C@@H](C)O)[C@@H](C)CC	nt	nt	11%
O=C(OCC#CCSc1nnc(-c2cccc3ccccc23)o1)c1ccc(F)cc1F	nt	nt	-7%
C=C1[C@@H]2CC[C@H](C2)C1(C)C	nt	nt	8%
CCc1ccc(C(=O)Nc2cccc(-c3nc4cc(C(C)C)ccc4o3)c2)cc1	nt	nt	6%
C=CC(=O)OCC(CO)(COC(=O)C=C)COC(=O)C=C	nt	nt	4%
C[C@H](NC(=O)c1nc[nH]c1C(=O)NC1CCNCC1)C(=O)OCc1ccccc1	nt	nt	-6%
O=C(Nc1cccc(Br)c1)c1ccc(OC2CSC2)cc1	nt	nt	5%
Cc1nc(Nc2ccccc2)c2nc(-c3ccccc3)n(CCCN3CCCCC3C)c2n1 (centres undefined)	nt	nt	3%
Cc1cc(C)nc(/N=C/c2c(O)n(C)c(=O)n(C)c2=O)n1	nt	nt	-2%
CC(=O)Nc1cccc2cccnc12	nt	nt	0%
CN(C)c1ccc(-c2cc(O)c3ncccc3c2)cc1	nt	nt	0%
CCOC(=O)c1noc2ncn(CC(=O)Nc3ccc(F)cc3Cl)c(=O)c12	nt	nt	3%
CC(C)(C)N1C(=O)[C@H]2[C@H]3[C@H](O)[C@H](O)C/C(=N/OCc4ccccc4)[C@@H]3CC[C@@H]2C1=O	nt	nt	5%[21 µM]
CC(=O)OCC1OC(C#CC2=CCCCC2)C=CC1OC(C)=O (centres undefined)	nt	nt	10%[21 µM]
C[N+]1(C)CC[C@@H](OC(=O)[C@@](O)(c2ccccc2)C2CCCC2)C1	nt	nt	14%[21 µM]
CC(C)=CCC[C@](C)(O)C1CC=C(C)CC1 (some centres undefined)	nt	nt	-4%[56.1 µM]
Cc1scc(C(=O)N/N=C/c2ccc([N+](=O)[O-])o2)c1C	nt	nt	2%
Nc1cc(=O)nc(SCC(=O)Nc2cccc(Cl)c2)n1CCc1ccccc1	nt	nt	5%
COc1ccc(N2CCN(C(=O)CN3CCSc4ccccc43)CC2)cc1	nt	nt	5%
COC(=O)[C@@]1(Cc2ccccc2)[C@H]2c3cc(C(=O)N4CCCC4)n(Cc4ccc(S(C)(=O)=O)cc4)c3C[C@H]2CN1C(=O)c1ccccc1	nt	nt	15%
N#CN1CCC(NC(=O)c2ccc(F)cc2)CC1	nt	nt	1%
CCOC(=O)c1c(C)[nH]c(C(=O)OCC(=O)c2c(N)n(C)c(=O)n(C)c2=O)c1C	nt	nt	-3%
COc1cc(/C=C2\C(=O)NN(c3ccccc3)C2=O)ccc1OCC(N)=O	nt	nt	-3%
O=C1C(=O)N(CCCN2CCOCC2)C(c2cccs2)/C1=C(/O)c1ccc2c(c1)OCO2 (centres undefined)	nt	nt	0%

15 compounds from above, ordered by molecular weight, lowest first.
SMILES	TDP1 cell noCPT	TDP1 cell CPT	TDP1 inh
CC(=O)Nc1cccc2cccnc12	nt	nt	0%
CC(C)=CCC[C@](C)(O)C1CC=C(C)CC1 (some centres undefined)	nt	nt	-4%[56.1 µM]
N#CN1CCC(NC(=O)c2ccc(F)cc2)CC1	nt	nt	1%
CN(C)c1ccc(-c2cc(O)c3ncccc3c2)cc1	nt	nt	0%
Cc1cc(C)nc(/N=C/c2c(O)n(C)c(=O)n(C)c2=O)n1	nt	nt	-2%
Cc1scc(C(=O)N/N=C/c2ccc([N+](=O)[O-])o2)c1C	nt	nt	2%
C[N+]1(C)CC[C@@H](OC(=O)[C@@](O)(c2ccccc2)C2CCCC2)C1	nt	nt	14%[21 µM]
O=C(Nc1cccc(Br)c1)c1ccc(OC2CSC2)cc1	nt	nt	5%
COc1cc(/C=C2\C(=O)NN(c3ccccc3)C2=O)ccc1OCC(N)=O	nt	nt	-3%
COc1ccc(N2CCN(C(=O)CN3CCSc4ccccc43)CC2)cc1	nt	nt	5%
CCOC(=O)c1noc2ncn(CC(=O)Nc3ccc(F)cc3Cl)c(=O)c12	nt	nt	3%
CCOC(=O)c1c(C)[nH]c(C(=O)OCC(=O)c2c(N)n(C)c(=O)n(C)c2=O)c1C	nt	nt	-3%
Nc1cc(=O)nc(SCC(=O)Nc2cccc(Cl)c2)n1CCc1ccccc1	nt	nt	5%
Cc1nc(Nc2ccccc2)c2nc(-c3ccccc3)n(CCCN3CCCCC3C)c2n1 (centres undefined)	nt	nt	3%
COC(=O)[C@@]1(Cc2ccccc2)[C@H]2c3cc(C(=O)N4CCCC4)n(Cc4ccc(S(C)(=O)=O)cc4)c3C[C@H]2CN1C(=O)c1ccccc1	nt	nt	15%

(continued)
SMILES	TDP1 cell noCPT	TDP1 cell CPT	TDP1 inh
CCOCCCNC(=O)N1CCN(S(=O)(=O)c2ccc3c(ccn3C)c2)CC1	nt	nt	8%
O=C(Nc1ncnc2c1C(c1ccccc1)c1c(ccc3ccccc13)O2)c1ccccc1 (centres undefined)	nt	nt	2%
CC(=O)Nc1ccc(SCC(CC(C)C)N2CCN(CCc3ccccc3)CCC2=O)cc1 (centres undefined)	nt	nt	7%
COc1ccc2cc(CNc3ccc(C)cc3)c(=O)n(CC(=O)Nc3ccc(C)cc3Cl)c2c1	nt	nt	6%
COc1cc(F)c(S(=O)(=O)N2CCCN(S(=O)(=O)c3cccc(NC(C)=O)c3)CC2)c(F)c1	nt	nt	0%
Cc1[nH]c(=O)[nH]c(=O)c1/C=N\NC(=O)CCc1ccc(OC(C)C)cc1	nt	nt	5%
O=C(CC1C(=O)NCCN1Cc1ccccc1F)NC1CCCCCC1 (centres undefined)	nt	nt	1%
C/C=C\C1=CCCC1Nc1ncnc2ccc(-c3c(C)noc3C)cc12 (centres undefined)	nt	nt	10%
CC[N+]1(C)[C@@H]2CC[C@H]1CC(OC(=O)[C@H]1CC[C@@](C(=O)OC3C[C@H]4CC[C@@H](C3)[N+]4(C)CC)(c3ccccc3)c3ccccc31)C2 (some centres undefined)	nt	nt	8%[21 µM]
CC(C)(C)[Si](OCC[C@@H]1C[C@@]1(C)[C@@H](NP(=O)(c1ccccc1)c1ccccc1)c1ccccc1)(c1ccccc1)c1ccccc1	nt	nt	1%&3%
CCn1cc(C(=O)N2CCc3ccccc3C2)c(=O)c2cc(S(=O)(=O)N3CCCCC3)ccc21	nt	nt	3%
CCCCC[C@H](O)/C=C/[C@H]1OC(=O)C[C@H](O)[C@@H]1C/C=C\CCCC(=O)O	nt	nt	9%
CC(C)CC(=O)Nc1cccc(C(C)O)c1 (centres undefined)	nt	nt	0%
CCC(=O)Nc1cccc(NC(C)=O)c1	nt	nt	-7%
Cc1ccccc1OCC(=O)NCC(=O)N/N=C/C=C/c1ccccc1	nt	nt	7%
O=C(Cn1cc2c(n1)CCCCC2)Nc1ccc(F)cc1F	nt	nt	8%
C=CC[C@](C)(Nc1ccc(OC)cc1)C(=O)OCC	nt	nt	4%
COc1ccc(C(=O)/C(Br)=C/C(=O)O)cc1	nt	nt	5%
CCc1cc2c(nc1CC)CCN(CC/C(C)=N/O[C@@H](C)c1cc(-c3c(C)cc(C)cc3C)no1)C2	nt	nt	8%[21 µM]
CCCCCCCCCCCCCCCCCCCCCCCCCCCCCC	nt	nt	10%
Cc1cc(C)n(-c2nc3ccccc3nc2Nc2cccc(C(F)(F)F)c2)n1	nt	nt	6%
O=C1CC(NCCC2=CCCCC2)C(=O)N1c1cccc(Cl)c1Cl (centres undefined)	nt	nt	6%
Cc1ccc(C)c(Oc2coc3cc(OCC(=O)Nc4ccccc4C(C)C)ccc3c2=O)c1	nt	nt	3%
CC(C)=CCC/C(C)=C/CO/N=C1/C[C@@H](O)[C@@H](O)[C@@H]2[C@@H]3C(=O)N(C4CCCCC4)C(=O)[C@H]3CC[C@@H]12	nt	nt	8%[21 µM]
CCOc1cc(/C=N/NC(N)=O)ccc1OC(=O)c1ccc(C)cc1	nt	nt	3%
CC#CCN1c2ccccc2[C@]23C[C@@H](C(=O)OC)N(S(=O)(=O)c4ccc([N+](=O)[O-])cc4)C2=NC(C(=O)OC)=C(C(=O)OC)[C@H]13	nt	nt	12%[12.3 µM]
CCN1C(=O)[C@H]2[C@H]3[C@H](O)[C@H](O)C/C(=N/OC)[C@@H]3CC[C@@H]2C1=O	nt	nt	10%[21 µM]
CC(C)c1ccc(N2C(=O)CSC23C(=O)N(Cc2cccc(F)c2)c2ccccc23)cc1 (centres undefined)	nt	nt	3%
O=C(CN1C(=O)COc2ccc(S(=O)(=O)N3CCCCCC3)cc21)N1CCN(c2cccc(Cl)c2)CC1	nt	nt	9%
CC1(C)CCC[C@@](C)([C@H]2CC[C@]3(C)[C@@H]2[C@H](O)CC2[C@@]4(C)CC[C@H](O)C(C)(C)[C@@H]4[C@@H](O)C[C@]23C)O1 (some centres undefined)	nt	nt	6%
COc1ccc(/C(O)=C2/C(=O)C(=O)N(c3ncccn3)C2c2ccc(C(C)(C)C)cc2)cc1 (centres undefined)	nt	nt	-5%
Cc1cc(C)nc(N2CCN(c3ncnc4c3oc3ccccc34)CC2)n1	nt	nt	4%
Cc1ccc2cc(C#N)c(SCC(=O)Nc3ccc4sc(C)nc4c3)nc2c1	nt	nt	5%
Cn1c(=O)c2cn3ncccc3c2n(C)c1=O	nt	nt	3%
O=C(Nc1ccc(Cl)cc1)c1cc2c(-c3ccccc3)nn(-c3ccccc3)c2s1	nt	nt	0%
N#Cc1nc(-c2ccc(OCc3ccccc3)cc2)oc1NCCN1CCOCC1	nt	nt	9%
CCOc1ccccc1NC(=S)C(=C([O-])c1ccc2c(c1)OCCO2)[n+]1ccc(CC)cc1	18µM*	nt	nt
CC(C)(C)c1ccc(NC(=O)c2ccc3c(c2)S(=O)(=O)c2ccccc2C3=O)cc1	nt	-22%	nt

Two compounds picked at random from the list so far, as already listed:
SMILES	TDP1 cell noCPT	TDP1 cell CPT	TDP1 inh
C=C1[C@@H]2CC[C@H](C2)C1(C)C	nt	nt	8%
CC#CCN1c2ccccc2[C@]23C[C@@H](C(=O)OC)N(S(=O)(=O)c4ccc([N+](=O)[O-])cc4)C2=NC(C(=O)OC)=C(C(=O)OC)[C@H]13	nt	nt	12%[12.3 µM]

This is a subset; count on the stated rates, not on these rows.
